Rin1-Abl PPI inh = inhibitors of Rin1-Abl protein binding, primary screen, biochemical, TR-FRET. inhibition, % at 7.35 µM. 360,000 compounds, 0.4% hits. AID 588664, 2011; in the data active = inhibition above about 5%, passing the limit was not always enough
SKN-1 block = suppressors of acrylamide-induced Pgst-4::GFP reporter in worms, primary screen, SKN-1 inhibitor project, whole organism, uHTS, GFP/RFP fluorescence ratio, strain VP596. C. elegans VP596 Pgst-4::GFP/RFP ratio, 24 h. inhibition, % at 21.8 µM. 360,000 compounds, 0.49% hits;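 active = interference check ratio from 0.5 to 1.5 plus GFP to RFP signal ratio inhibition reaching or exceeding a fixed threshold, cut at about 30% in these data, passing the limit was not always enough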; note: some compounds called inactive have numbers as strong as hits
Rpn11 block = Rpn11 (PSMD14) deubiquitinase inhibitors, primary screen, biochemical, fluorescence polarization, uHTS; human 26S proteasome, Ub4-pepOG fluorescence polarization; 20S core pre-blocked with epoxomicin; calls only at 20 µM; 26S proteasome non-ATPase regulatory subunit 14 (Homo sapiens), O00487; 360,000 compounds, 0.59% hits;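 active = inhibition at 20 µM, scaled to each plate's controls, above about 33%, limit read from the data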
CSN inh = inhibitors of CSN-mediated cullin deneddylation, primary screen, biochemical, fluorescence polarization, uHTS. COP9 signalosome complex subunit 5 (Homo sapiens), Q92905. Purified CSN, SCF-Nedd8-OG deneddylation. inhibition, % at 12.5 µM. 360,000 compounds, 0.38% hits. AID 651999, 2013;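 active = pattern-corrected inhibition above about 35%, with an unprinted fluorescence ratio check between 0.5 and 1.5, limit read from the data, passing the limit was not always enough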;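 note: 0% = enzyme with substrate and 100% = substrate without enzyme; some results filed as inactive read as strong as hits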
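Test system: purified human Csn5 enzyme expressed in HEK293T cells. Amount: 0.24 nM enzyme. Reagent: SCFSkp2-Nedd8OG substrate at 10 nM final. Schedule: 90 min incubation of compound, enzyme and substrate at room temperature. Detection: fluorescence polarization. Read-out: % inhibition of substrate cleavage by Csn5.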
NadD inh = inhibitors of S. aureus NadD, primary screen, biochemical, colorimetric, uHTS; Nicotinate-nucleotide adenylyltransferase NadD (Staphylococcus aureus N315); purified NadD enzyme, colorimetric absorbance read-out; inhibition, % at 20 µM; 360,000 compounds, 0.78% hits; AID 602399, 2012; in the data active = inhibition above about 26%; note: some compounds past the cut are filed as inactive
FAS-TE inh = FAS thioesterase domain inhibitors, primary screen, biochemical, fluorescence intensity, uHTS | Fatty acid synthase (Homo sapiens), P49327 | recombinant FAS-TE, OMFH fluorogenic substrate, fluorescence endpoint | inhibition, % at 15 µM | 360,000 compounds, 0.67% hits;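 active = compounds whose normalised, plate-corrected inhibition of enzyme fluorescence in the single-dose primary screen is 50% or more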;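 note: 0% = DMSO with enzyme and 100% = substrate without enzyme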
MT1-MMP act inh = blockers of MT1-MMP proenzyme processing, primary screen, HT1080 RFP-PRO-GFP cells, GFP/RFP fluorescence. 360,000 compounds, 0.061% hits. GFP/RFP ratio fluorescence, overnight; percent of plate control window, DMSO zero. GFP/RFP ratio change, % at 20 µM. Matrix metalloproteinase-14 (Homo sapiens), P50281;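 active = GFP/RFP ratio change of at least 30% with cell ATP level not reduced by more than half and red fluorescence within 50% of control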; note: strong numbers were not always called active
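Test system: HT1080 cells expressing an RFP-PRO-GFP fluorescent reporter construct / Compound dosing: single-point 20 µM compound, 1% DMSO / Schedule: cells overnight before dosing, compound overnight, 37 °C, 5% CO2 / Evaluation: GFP/RFP fluorescence ratio / Control set: DMSO and RFP-L50D-GFP cell wells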
PABP1 MLLE inh = inhibitors of PABP1 MLLE–PAM2 peptide binding, primary screen, biochemical, fluorescence polarization, FITC-PAM2, GST-MLLE; inhibition, % at 20 µM; 360,000 compounds, 0.36% hits; AID 588489, 2011; in the data active = inhibition above about 35%, passing the limit was not always enough;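 note: plate controls were DMSO wells with GST-MLLE for no effect and wells lacking GST-MLLE protein for full effect; some results filed as inactive read as strong as hits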
Neddylation inh = inhibitors of cullin neddylation, primary screen, biochemical, TR-FRET, uHTS, NAE and Ubc12. NEDD8-conjugating enzyme Ubc12 (Homo sapiens) + NEDD8-activating enzyme E1 regulatory …. calls only at 25 µM. 360,000 compounds, 0.58% hits. AID 651699, 2012; in the data active = inhibition above about 36%
* = called active by the depositor; i = inactive; x = no result given.

SMILES	Rin1-Abl PPI inh	SKN-1 block	Rpn11 block	CSN inh	NadD inh	FAS-TE inh	MT1-MMP act inh	PABP1 MLLE inh	Neddylation inh
COc1ccc(C(CCNCc2ccc(OC(C)C)cc2)c2ccccc2OC)cc1 (stereo unspecified)	-0.2	6.4	i	5.3	4.6	-29.8	-6.4	-1.3	i
CC(Oc1ccc(Cl)cc1Cl)C(=O)OCC(=O)c1c(N)n(C)c(=O)n(C)c1=O (stereo unspecified)	2.2	16.8	i	2.6	-5.3	24.0	-0.3	7.5	i
Cc1nnc(SC(C)C(=O)Nc2ccc(S(=O)(=O)N3CCCCCC3)cc2)s1 (stereo unspecified)	1.8	2.1	i	7.1	4.6	2.2	-7.1	2.7	i
Cc1ccc(Sc2ncccc2COC(=O)NC(C)C)cc1	0.0	9.4	i	-18.6	-6.5	-1.0	-1.9	-13.7	i
C=CCOC(=O)c1ccc(-n2cnc(C)n2)nc1	3.6	-4.1	i	-1.2	-1.8	-7.2	-0.5	14.9	i
COc1ccc([N+](=O)[O-])cc1N(CC(=O)N1CCN(Cc2ccccc2)CC1)S(C)(=O)=O	-1.4	-0.8	i	0.5	-1.0	1.2	2.2	-2.6	i
Cc1cc(NC(=O)c2ccccc2NS(=O)(=O)c2c(C)c(C)cc(C)c2C)no1	0.5	3.8	i	-1.6	8.4	-1.5	1.6	-2.1	x
CC1CC(C)(C)CC2(C1)NC(=O)N(CC(=O)N1CCN(S(=O)(=O)c3ccc(F)c(F)c3F)CC1)C2=O (stereo unspecified)	-5.8	0.2	i	-7.1	9.1	4.5	-4.0	-106.2	i
Clc1ccc(C=NC23CN4CN(CN(C4)C2)C3)cc1	0.9	-5.2	i	-1.9	-1.0	-3.5	-2.9	5.4	i
O=C(CCN1C(=O)/C(=C/c2ccc(F)cc2)SC1=S)Nc1cc([N+](=O)[O-])ccc1O	-0.4	14.3	i	4.7	17.9	11.8	10.4	-11.7	i
CC(=O)Nc1ccc(S(C)(=O)=O)c(C)c1	-4.5	4.5	i	2.7	-1.7	-4.6	0.7	-2.0	i
C=CCN1CC(=O)N2Cc3[nH]c4ccccc4c3C[C@H]2C1=O	5.0	19.0	i	-0.5	4.6	-4.5	0.2	-13.5	i
COc1ccccc1NC(=O)c1ccc(N2CC3CC(C2)c2cccc(=O)n2C3)c(NC(=O)c2cccnc2)c1 (stereo unspecified)	0.7	-2.3	i	-2.7	6.9	-6.2	-1.6	-5.3	i
O=C(c1ccc(S(=O)(=O)N2CCCC2)cc1)N(Cc1ccco1)C1CCS(=O)(=O)C1 (stereo unspecified)	-0.9	-8.2	i	-3.8	-1.5	-7.2	-7.7	-5.2	i
CC(=O)c1cccc(N(CC(=O)NC2CCCCC2)C(=O)CNC(=O)c2cccs2)c1	1.9	16.2	i	-0.5	-0.9	1.5	-0.7	6.4	i
COC(=O)c1sccc1NC(=O)Nc1cc(C)ccc1OC	4.3	8.6	i	-0.2	-9.1	14.3	-8.4	-5.5	i
CCCS(=O)(=O)N1CCCC(C(=O)NCC2CCCO2)C1 (stereo unspecified)	0.8	-8.0	i	-1.7	-3.7	-4.5	-0.6	1.2	i
CC(=O)C1=C(NC(=O)c2ccc(C(F)(F)F)cc2)C[C@@H]2[C@H]1C2(C)C	-0.9	9.5	i	2.2	9.8	16.0	2.1	5.7	i
O=C(NCCCN1CCOCC1)C1CCC(=O)N1CCc1ccccc1 (stereo unspecified)	-1.6	-1.9	i	6.8	-0.4	-9.8	-0.3	1.5	i
Cc1nc(SCC(=O)Nc2nnc(C(C)C)s2)n[nH]1	-1.2	6.8	i	6.4	0.3	-6.7	0.0	-4.2	i

Single records (already shown). Screens in order: Rin1-Abl PPI inh, SKN-1 block, Rpn11 block, CSN inh, NadD inh, FAS-TE inh, MT1-MMP act inh, PABP1 MLLE inh, Neddylation inh
Cc1cc(NC(=O)c2ccccc2NS(=O)(=O)c2c(C)c(C)cc(C)c2C)no1 reads 0.5, 3.8, i, -1.6, 8.4, -1.5, 1.6, -2.1, x
CCCS(=O)(=O)N1CCCC(C(=O)NCC2CCCO2)C1 (stereo unspecified) reads 0.8, -8.0, i, -1.7, -3.7, -4.5, -0.6, 1.2, i

(list continues)
SMILES	Rin1-Abl PPI inh	SKN-1 block	Rpn11 block	CSN inh	NadD inh	FAS-TE inh	MT1-MMP act inh	PABP1 MLLE inh	Neddylation inh
Cc1ccccc1NC(=O)Nc1nc(CN(C)C)cs1	3.6	-1.5	i	0.5	-3.0	-11.3	-6.7	-3.5	i
C/C(=N\NC(N)=O)C1CC(Cc2ccccc2)C(=O)O1 (stereo unspecified)	-1.8	-5.5	i	0.7	-3.4	-3.9	0.4	-0.6	i
C=CCn1c(COc2ccccc2)nnc1SCC(=O)NCC(=O)OCC	0.8	7.3	i	-0.5	-1.6	-6.8	3.6	-81.0	i
COc1ccc(C(=O)NCc2ccccn2)cc1	1.1	-0.7	i	6.2	1.0	-8.1	-4.0	4.3	i
Cc1cccc(Cn2c(NCC(C)O)nc3c2c(=O)n(C)c(=O)n3C)c1 (stereo unspecified)	-0.4	-19.2	i	4.7	-3.3	-3.6	1.0	-6.2	i
CCOC(=O)C1(C#N)Cc2ccccc2C1	3.5	-8.8	i	-3.3	1.2	-6.5	0.7	3.4	i
O/N=C\c1cccn1-c1nccs1	-1.2	-13.5	i	-5.8	-3.1	-7.2	3.0	-2.1	i
CC(C)(C)OC(=O)N[C@@H](Cc1ccccc1)c1nnc(SCC(=O)c2ccc(Cl)cc2)o1	-3.0	-7.6	i	-2.8	-3.3	7.8	6.2	-121.2	i
COc1ccccc1CC(=O)Nc1cccc(C(=O)Nc2nccs2)c1	-1.4	-2.5	i	-1.8	-6.9	-3.5	-1.8	-10.6	i
Cc1cc(C)nc(SCc2ccc3nonc3c2)n1	0.4	7.0	i	-0.1	-8.2	35.4	-1.7	7.6	i
CC(O)(c1cccc(F)c1)c1nc(-c2cccc(C(F)(F)F)c2)cs1 (stereo unspecified)	1.9	23.4	i	-2.4	-4.9	42.6	0.3	-0.6	i
CCCCCCCOC(=O)c1nc(Cl)c(Cl)c(N)c1Cl	-0.2	6.2	i	0.1	1.9	54.5*	1.8	1.6	i
O=C(Oc1ccccc1N1C(=O)CCC1=O)c1ccco1	3.4	-17.8	i	8.2	8.3	-5.4	6.5	-4.9	i
COc1ccc(C(=O)NCc2ccncc2)cc1S(=O)(=O)N1CCOCC1	0.4	-1.3	i	6.7	-0.2	-5.1	-3.2	13.9	i
O=[N+]([O-])c1cccc(-n2nnnc2CN2CCCCCC2)c1	0.0	14.6	i	2.5	-7.3	6.4	3.8	9.2	i
CCOc1ccc2nc(NC(=O)C3CCCN(S(=O)(=O)c4c(C)noc4C)C3)sc2c1 (stereo unspecified)	1.8	8.3	i	3.3	0.8	21.0	-8.9	-6.8	i
COc1cccc(CNCC(=O)NC(=O)NC2CCCC2)c1	-0.5	14.7	i	2.2	-4.5	-2.2	-0.4	1.5	i
Nc1nnc(SCC(=O)NNC(=O)c2ccc([N+](=O)[O-])cc2)s1	2.8	-4.4	i	-3.9	-1.5	0.8	4.9	-28.5	i
CN(Cc1cn(C)nc1-c1ccc(Oc2ccccc2)cc1)Cc1cnc2ccccn12	-1.2	-5.2	i	-0.9	-3.5	1.6	-3.6	-2.5	i
Cc1nn(Cc2c(F)c(F)c(F)c(F)c2F)c(C)c1NC(=O)c1ccc(COc2ccc(F)cc2)o1	-1.9	0.4	i	-3.9	-0.4	24.1	-2.9	3.8	i
O=C(COc1ccccc1)N1CCN(S(=O)(=O)c2ccc(Br)cc2)CC1	1.3	-12.9	i	-1.3	-1.1	3.6	3.0	-4.4	i
CCOc1ccc(S(=O)(=O)NCc2ccc(OC)cc2)c2cccnc12	-1.9	-1.0	i	-9.2	-0.3	-5.4	1.6	-0.3	i
OCc1ccccc1-c1cnc2cccnn12	2.8	1.3	i	-2.6	-1.3	-5.1	-2.4	1.4	x
CCN(C(=O)c1cn(C)c(=O)c2ccccc12)c1ccccc1F	-0.2	0.3	i	1.8	-4.5	-5.4	-0.7	-1.4	i
Cc1nnc(SCC(=O)Nc2ncc3c(n2)CCCC3=O)s1	-1.8	14.3	i	4.4	-1.2	3.0	0.9	13.0	i
CCCC(=O)Nc1ccc2oc(-c3ccncc3)nc2c1	-2.6	-0.9	i	1.3	2.5	-0.2	-13.5	-7.0	i
O=C(c1ccc(CS(=O)(=O)Cc2ccc(Cl)cc2)o1)N1CCCC1	-1.6	-5.0	i	1.0	0.1	-3.9	3.3	1.3	i
Cc1ccc(N2CC(C(=O)Nc3ccc(S(=O)(=O)NCC4CCCO4)cc3)CC2=O)cc1C (stereo unspecified)	3.5	1.0	i	0.6	-1.1	1.8	4.0	4.8	i
COc1ccc(NC(=O)CSc2ccc([N+](=O)[O-])cc2)cc1S(=O)(=O)N1CCOCC1	1.5	5.9	i	-1.7	0.5	6.8	0.6	40.6*	i
CC(C)(C)c1ccc(C(=O)NCC(=O)N2CCCC2)cc1	-2.3	-1.4	i	-1.4	-2.1	-1.1	2.2	-0.6	i
COc1ccc(-c2cc(CNc3nc4cc(-c5ccccc5C)sc4c(=O)n3C)on2)cc1	-8.7	6.3	i	4.5	17.9	19.3	1.3	-13.3	i
N#Cc1ccc(C(=O)Nc2nnc(-c3ccccn3)o2)cc1	-1.2	10.2	i	-2.2	3.6	-10.8	1.7	-0.3	i
CCOC(=O)C1CCCN(C(=O)c2cc(=O)c3ccccc3o2)C1 (stereo unspecified)	-2.8	-13.2	i	0.6	-2.5	-3.3	-3.9	0.8	i

Compounds were not picked by outcome (roughly 3.9% active in at least one column).
